# Screening data: PubChem, several laboratories
# VIM-2 inh: inhibitors of Pseudomonas aeruginosa VIM-2 metallo-beta-lactamase | hit rate 0.89% among 290,000 | AID 1527 | purified VIM-2, nitrocefin hydrolysis, epi-absorbance fluorescence | inhibition, % at 5.6 µM;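 active = inhibition above the mean of all tested compounds plus 3 SD, cutoff set per screening run, cut at about 7.5% in these data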;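 note: red hydrolysis product quenches plate fluorescence so inhibitors raise well fluorescence; 0% = enzyme with DMSO and 100% = DMSO without enzyme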
# HCV NS3 hel inh: blocks Hepatitis C virus NS3 helicase unwinding; NS3 helicase DNA unwinding, Cy5 molecular beacon fluorescence; inhibition, % at 10.9 µM; hit rate 0.56% among 290,000;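 active = inhibition above the mean of all tested compounds plus 3 SD, set per campaign, cut at about 35% in these data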;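 note: 0% = DMSO wells and 100% = thioflavine S control wells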
#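 System: Hepatitis C virus NS3 helicase domain fragment enzyme | Reagent: Annealed dual-labelled DNA beacon duplex, ATP-started | Compound dosing: 10.9 µM single point, 0.8% DMSO | Incubation: 1 h reaction at 25 °C, ATP-initiated | Technique: Cy5 fluorescence | Evaluation: Percent inhibition from t60/t0 fluorescence ratio | Benchmarks: Low DMSO, high thioflavine S at 110 µM | Replication: Singlicate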
# V1R ag counter: V1a receptor agonism, counter-screen for OXTR agonists. activation, % at 3 µM. hit rate 0.25% among 320,000. AID 2797. CHO-V1R cells, Fluo-8 calcium fluorescence, agonist mode; 0% DMSO, 100% 3 nM vasopressin. P37288;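 active = activation above the mean activation of all tested compounds plus 3 SD, per screening run, cut at about 20% in these data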;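 note: signal is peak over basal fluorescence ratio across a 100 second FLIPR read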
# OXTR agonist: activates the human oxytocin receptor; activation, % at 3 µM; hit rate 0.32% among 320,000; P30559; CHO-OTR cells, Fluo-8 calcium fluorescence; normalized: DMSO 0%, oxytocin 100%; AID 2435;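 active = activation above the mean of all tested compounds plus 3 SD, cutoff set per screening run, cut at about 20% in these data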;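 note: peak over basal fluorescence ratio from a 100 s FLIPR kinetic read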
# Target sequence (P30559 whole entry, looked up): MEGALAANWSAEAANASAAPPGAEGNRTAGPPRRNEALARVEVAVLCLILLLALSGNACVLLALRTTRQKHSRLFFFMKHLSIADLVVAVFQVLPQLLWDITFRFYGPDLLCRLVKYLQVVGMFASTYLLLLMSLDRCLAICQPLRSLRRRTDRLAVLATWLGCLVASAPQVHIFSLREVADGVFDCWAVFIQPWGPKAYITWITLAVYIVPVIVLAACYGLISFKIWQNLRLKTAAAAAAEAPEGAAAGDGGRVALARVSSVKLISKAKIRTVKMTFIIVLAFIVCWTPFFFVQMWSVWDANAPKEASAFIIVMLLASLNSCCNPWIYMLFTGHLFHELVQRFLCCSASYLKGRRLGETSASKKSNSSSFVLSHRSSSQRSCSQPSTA
# GPR7 antagonist: antagonists of human GPR7 (neuropeptides B/W receptor 1). P48145. inhibition, % at 4.4 µM. hit rate 1.1% among 290,000. GPR7-expressing cells, fluorescence antagonist assay; in the data active = inhibition above about 16%, passing the limit was not always enough;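 note: cells stimulated with the agonist NPW; 0% = agonist with vehicle and 100% = vehicle without agonist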
# Target sequence (P48145 whole entry, looked up): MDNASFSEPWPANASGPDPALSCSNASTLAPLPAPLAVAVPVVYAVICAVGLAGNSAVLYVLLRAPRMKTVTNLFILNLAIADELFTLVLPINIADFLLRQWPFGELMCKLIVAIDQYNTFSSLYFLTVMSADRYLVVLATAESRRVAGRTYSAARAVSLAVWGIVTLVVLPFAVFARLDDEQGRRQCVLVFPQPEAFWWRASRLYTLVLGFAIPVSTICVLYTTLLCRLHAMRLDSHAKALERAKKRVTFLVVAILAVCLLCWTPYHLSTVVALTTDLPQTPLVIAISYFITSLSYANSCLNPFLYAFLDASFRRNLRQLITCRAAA
# GalR3 antagonist: antagonists of human GalR3; O60755; HEK293 GalR3-CNG cAMP membrane potential fluorescence; galR3 body fused to GalR1 C-terminus; inhibition, % at 3 µM; hit rate 0.44% among 360,000;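 active = inhibition above the screen-wide average plus 3 SD, cut at about 13% in these data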;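 note: forskolin and galanin both at EC90 stimulate the cells; cAMP rise reported by CNG channel membrane potential dye signal; 0% = forskolin plus galanin with DMSO and 100% = forskolin alone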
# Target sequence (O60755 1-299 limits assumed): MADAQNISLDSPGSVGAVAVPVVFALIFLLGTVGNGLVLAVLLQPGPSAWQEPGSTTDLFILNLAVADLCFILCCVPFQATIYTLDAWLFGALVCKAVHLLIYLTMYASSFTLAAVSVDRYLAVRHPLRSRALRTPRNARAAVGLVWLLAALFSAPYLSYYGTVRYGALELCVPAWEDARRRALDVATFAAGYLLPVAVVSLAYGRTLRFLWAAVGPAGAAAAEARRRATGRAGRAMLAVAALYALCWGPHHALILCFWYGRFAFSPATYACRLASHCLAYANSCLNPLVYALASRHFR
# IMP-1 inhibitor: blocks Pseudomonas aeruginosa IMP-1 metallo-beta-lactamase | purified IMP-1, nitrocefin hydrolysis, epi-absorbance fluorescence | AID 1556 | inhibition, % at 5.6 µM | hit rate 0.45% among 290,000;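 active = inhibition above the mean plus 3 SD of all compounds in the same screening run, cut at about 4.5% in these data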;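 note: 0% = IMP-1 with DMSO and 100% = DMSO wells lacking enzyme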
#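 system = purified recombinant IMP-1 beta-lactamase | amount = 0.2 nM IMP-1, as dispensed | medium = HEPES buffer pH 7.1 with ZnSO4 and Brij 35 | times = 25 °C, 15 min preincubation, 25 min reaction | detection = plate fluorescence quenching by hydrolysis product, ex 480/em 530 nm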
# PHOSPHO1 inh: inhibitors of human PHOSPHO1 phosphatase | recombinant PHOSPHO1, absorbance phosphatase assay | hit rate 1.1% among 290,000 | inhibition, % at 13.3 µM | Q8TCT1; in the data active = inhibition above about 60%
# DNA FID counter: counter-screen for HCV NS3 helicase inhibitors: DNA intercalator displacement; AID 1845; inhibition, % at 7.9 µM; DNA fluorescent intercalator displacement, fluorescence; hit rate 0.17% among 290,000; in the data active = inhibition above about 37%;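 note: 0% = vehicle and 100% = reference compound; higher means more ethidium bromide displaced from hairpin DNA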
# The depositor's hits bear a star; . = no result given.
SMILES,VIM-2 inh,HCV NS3 hel inh,V1R ag counter,OXTR agonist,GPR7 antagonist,GalR3 antagonist,IMP-1 inhibitor,PHOSPHO1 inh,DNA FID counter
COc1ccc(C(=O)CC(SCC(NC(C)=O)C(=O)O)c2ccc(Cl)cc2)cc1OC (stereo unspecified),0.9,-6,-0.5,-2.2,8,-8,-2.8,16,-40
CC1=C(C(=O)NC(C)C)C2(CCC(C)CC2)OC1=O (stereo unspecified),-3.1,8,1.2,-1.2,-4,.,-2.7,14,-4
C=CCSc1nc2ccsc2c(=O)n1-c1cccnc1,0.8,-4,0.2,-0.4,-10,-3,-0.1,33,-12
COc1cc(/C=C/C(=O)O)cc(S(=O)(=O)NCCCC(=O)O)c1OC,-1.1,-11,1.8,1.5,-5,-1,-3.9,-1,2
CCN(CC)S(=O)(=O)c1ccc(N/N=C(\C)c2ccncc2)nc1,0.6,-5,1.1,1.3,-11,-7,-3.0,45,-19
CC1(c2cccc([N+](=O)[O-])c2)CC(C)(C)N(C(=O)c2ccccc2)c2ccccc21 (stereo unspecified),-2.0,-5,-0.2,0.2,-9,3,-2.3,21,4
COc1cccc(CNC(=O)CCC2CCCN(c3cc(C)nc(N4CCCC4)n3)C2)c1 (stereo unspecified),1.0,-10,0.0,-1.9,-2,-7,-0.7,11,19
COc1ccc(C2N(c3ccc(Cl)cc3)N=C(C(C)=O)N(C)N2C(C)=O)cc1 (stereo unspecified),-4.3,-5,-1.6,-2.0,0,0,-2.4,-17,-9
O=C(O)c1ccc(Sc2nnnn2-c2ccccc2)c([N+](=O)[O-])c1,0.4,10,0.1,-0.8,-1,4,-3.9,-1,-8
CCOC(=O)c1c(C)[nH]c(C(=O)/C(C#N)=C/c2ccc(OC(F)F)c(OC)c2)c1C,-3.7,14,1.5,0.6,-12,-6,-2.9,-8,-5
O=C(c1ccc(CNc2c(N3CCCC3)c(=O)c2=O)cc1)N1CCN(C2CCCCC2)CC1,-2.5,2,-0.4,0.8,-6,8,-3.4,-18,-21
Cc1cc(C(=O)N2CCN(c3ncccn3)CC2)c2cc(F)ccc2n1,-1.8,-3,0.6,-0.1,-4,1,-1.9,-11,-9
CCCCNC(=O)C(=O)NC(C)CCc1ccccc1 (stereo unspecified),-2.2,-2,-0.8,-1.6,-2,-4,-2.5,-3,-6
CC1(C)c2[nH]c3ccccc3c2C[C@H]2C(=O)N(N)CC(=O)N21,0.5,-15,-0.4,-0.4,-5,-11,2.1,33,-5
N#Cc1c(-c2ccccc2)nc(SCC(=O)Nc2nnc(C(F)(F)F)s2)[nH]c1=O,-2.3,35,-0.1,1.3,-8,-6,-2.6,-8,-10
CCCCC(OC(=O)c1ccco1)C(=O)NCc1ccc(C)cc1 (stereo unspecified),-1.3,-11,0.5,-1.1,-7,-10,-4.4,27,-30
CCOc1cc(N2CCOCC2)c(OCC)cc1NC(=O)COC(=O)COc1ccc(C#N)cc1,-1.3,-2,-0.7,-0.5,-14,-2,-0.5,43,-33
O=CN(CCN(C=O)CN1CCCCC1)CN1CCCCC1,-1.9,4,4.5,-0.3,-5,0,-2.1,-6,-3
COC(=O)CSc1nc2sccc2c(=O)n1-c1ccccc1,-0.1,1,1.5,-0.6,23,-11,-4.5,10,-10
CCOc1cc(/C=N/NC(=O)Cc2ccc(C(F)(F)F)cc2[N+](=O)[O-])c(Br)cc1OC,-1.3,-1,-1.7,-2.0,7,-2,-1.7,18,1
Cc1ccc(NC(=S)NC(=O)Cc2ccccc2)c(O)c1,-1.4,27,.,.,29*,-8,0.2,8,-18
O=C(COC(=O)c1ccccc1-c1nc2ccccc2s1)NC1CCS(=O)(=O)C1 (stereo unspecified),-0.3,8,-0.1,-1.9,-5,-3,-2.6,-12,-13
COc1ccc(NCc2n[nH]nc2-c2ccccc2)cc1Cl,-2.3,-9,-0.2,0.1,-6,-1,-2.8,19,-9
CCCN(CCC)CCCNC(=S)Nc1ccc2nc3n(c(=O)c2c1)CCCCC3,-1.2,-4,0.4,0.5,-8,-1,0.0,-7,3
Cc1cc(=O)n2[nH]cc(-c3ccccc3)c2n1,-0.8,-7,.,.,-17,-5,-4.5,19,2
Cc1ccc(NC(=O)N2CCCC2C(=O)NCc2ccc3c(c2)OCO3)cc1 (stereo unspecified),-3.2,3,0.0,-0.8,3,3,-1.5,-10,-3
Cc1cccn2c(=O)c3cc(C(=O)NC4CCCCC4)sc3nc12,9.0*,14,0.6,0.3,6,-7,-0.5,-16,-4
NC(N)=NS(=O)(=O)c1ccc(NC(=S)NC(=O)c2ccccc2)cc1,-1.2,13,-0.9,-0.2,4,-5,0.1,13,-21
Nc1nc(NCCOCCO)nc(NCc2ccccc2)c1[N+](=O)[O-],1.4,6,.,.,-1,-5,-1.5,33,-10
CC(C)COc1ccc(Br)cc1CNC(C)(C)C,-1.9,-10,0.9,2.5,12,-8,-2.2,54,19
O=[N+]([O-])c1ccc(Oc2cccc(Br)c2)c2ccncc12,-3.0,-4,-0.7,-2.6,-21,-3,1.8,21,3
CCOC(=O)N1CCN(C(=O)c2ccccc2NS(=O)(=O)c2ccc(C)cc2)CC1,-2.0,7,0.4,-0.2,-14,-1,-1.9,16,-31
COc1cc(C2c3c(oc4ccccc4c3=O)C(=O)N2Cc2ccncc2)ccc1O (stereo unspecified),-2.8,23,1.5,1.4,-8,0,-2.2,18,-8
O=C(OCC(=O)N1CCc2ccccc21)c1ccc(Cl)nc1,0.8,-2,-0.1,-1.4,8,-3,0.2,-1,-1
CC12CC3CC(C)(C1)CC(CN1CCOCC1)(C3)C2,-1.3,-3,0.0,2.4,-9,4,-0.9,15,4
Cc1cc(C(=O)COc2cccc(-n3cnnn3)c2)c(C)n1-c1ccccc1,-0.5,-2,3.4,3.9,3,-5,-4.1,-1,-3
c1ccc(C2=Nc3ccccc3SC2c2nc3ccccc3[nH]2)cc1 (stereo unspecified),-5.1,-1,-0.5,-1.3,-5,.,-4.2,-6,-8
COC(=O)CCCC(=O)Nc1c(F)c(F)c(F)c(F)c1F,-1.6,10,-0.9,-0.1,-12,0,-4.7,-7,3
O=C1C2CC=CCC2C(=O)N1CC(=O)N(Cc1ccccc1)C1CCS(=O)(=O)C1 (stereo unspecified),-0.9,6,-0.3,-0.3,11,-4,-0.4,22,-6
CC(C)C(=O)Nc1ccc(NC(=O)c2ccccc2Cl)nc1,0.5,-9,0.7,-0.2,-6,2,-1.9,-7,10
CCN(CC)CCOC(=O)c1ccc(Cl)cc1,-0.3,-5,1.5,0.7,-13,1,-1.8,16,-2
O=C(CSC(=S)N1CCSCC1)c1ccc(Cl)cc1,0.1,4,0.6,0.1,-1,-7,-0.2,32,-11
c1cncc(-c2nc3c(ccc4ccccc43)[nH]2)c1,3.7,-12,0.9,1.8,5,-12,-1.6,14,-2
CCOC(=O)Cc1nnc(NC(=O)C(CC)Sc2nnc3c4ccccc4n(C)c3n2)s1 (stereo unspecified),9.3*,5,1.1,0.7,-13,-1,-1.4,32,-18
CCCNC(=O)COc1ncnc2sc(C)c(C)c12,0.3,3,0.7,0.2,-13,-2,-2.4,-29,-4
O=C(O)Cn1cc(C(=O)c2cccs2)c2ccccc21,1.7,5,-0.5,0.0,-7,-7,-1.6,41,0
COc1ccc(CN2CCCC(C(=O)c3ccc(Cl)cc3)C2)cc1Cn1cccn1 (stereo unspecified),-0.2,-34,2.7,2.6,11,-9,-0.6,54,12
NC(=O)C1CCN(C(=S)c2cccs2)CC1,-2.4,4,0.3,0.3,7,-1,-1.4,41,-2
CCOc1ccc(S(=O)(=O)NCCC(=O)NC2=NCCS2)cc1,-2.0,-4,2.0,1.2,2,-3,-2.8,-4,-5
N#CCCCn1c(O)c(N=NC(=O)C(O)c2ccccc2)c2ccccc21 (stereo unspecified),-2.8,-5,-0.2,0.5,-5,-7,-1.5,12,-16
O=C(NC1CCCCCC1)c1ccc(-n2cnnc2)cc1,-0.9,5,-0.2,-0.2,-12,0,-4.6,19,-10
O=C(N/N=C\c1ccc(OCC(=O)N2CCCC2)cc1)C(=O)Nc1ccccc1F,-4.7,2,4.5,3.9,-5,-2,-4.0,12,-3
Cn1c(CO)cnc1SCc1ccccc1,0.6,-2,-0.3,0.7,4,10,-3.4,24,0
Cc1cccc(CSC(Nc2ccc(F)cc2)=C(C#N)C#N)c1,-1.6,11,9.6,18,11,-2,-0.1,-2,1
CC(C)(C)c1cc(C(=O)Nc2cccc3ccccc23)ccn1,0.2,-5,-1.3,-2.1,-7,-1,0.3,-42,-19
C=C(C)CN=C1NN=C(c2cc(C)n(-c3ccc(C)cc3)c2C)CS1,-5.2,13,0.4,-0.5,1,1,-1.7,-7,-12
CCCOc1ccc(C(=O)O)cc1,-1.6,-10,-0.8,0.0,-14,-5,-2.6,0,-11
O=C(NCC1CCCO1)c1ccc(NC(=O)C2C3C=CC(C3)C2C(=O)O)cc1 (stereo unspecified),-0.1,0,1.2,-0.1,-18,0,-2.2,18,1
Cc1cc(NC(=O)CSc2nc3c(C)c(C)ccc3cc2C)no1,-0.9,-5,0.4,-0.1,3,-10,-2.3,24,-8
O=c1[nH]c(-c2ccccn2)nc(C(F)(F)F)c1Br,-3.3,9,1.4,0.7,-8,-2,-4.3,23,-7

# Copied from the listing (two entries):
SMILES,VIM-2 inh,HCV NS3 hel inh,V1R ag counter,OXTR agonist,GPR7 antagonist,GalR3 antagonist,IMP-1 inhibitor,PHOSPHO1 inh,DNA FID counter
N#CCCCn1c(O)c(N=NC(=O)C(O)c2ccccc2)c2ccccc21 (stereo unspecified),-2.8,-5,-0.2,0.5,-5,-7,-1.5,12,-16
O=C(NC1CCCCCC1)c1ccc(-n2cnnc2)cc1,-0.9,5,-0.2,-0.2,-12,0,-4.6,19,-10

# (listing goes on)
SMILES,VIM-2 inh,HCV NS3 hel inh,V1R ag counter,OXTR agonist,GPR7 antagonist,GalR3 antagonist,IMP-1 inhibitor,PHOSPHO1 inh,DNA FID counter
COC(=O)C1=CC(C(=O)c2cccs2)=NN(c2ccc(OC)cc2)C1C(=O)OC (stereo unspecified),-2.5,-6,2.5,1.8,0,-8,-1.4,-15,4
O=C(CNC(=O)c1ccc(Cl)cc1)c1ccc(Cl)cc1,-4.4,-4,-1.8,-1.6,-13,-5,-4.5,31,-5
O=C(Cn1cnc2c(cnn2-c2ccccc2)c1=O)N1CCCc2ccccc21,-1.4,-1,6.1,1.3,1,-2,-1.8,6,-12
CCc1ccc(OCC(=O)N(Cc2cccs2)C2CCS(=O)(=O)C2)cc1 (stereo unspecified),-1.6,-4,2.4,0.8,-6,.,-0.9,23,-36
CCOC(=O)c1cc2cc(OC)ccc2nc1C,-1.0,-4,-0.3,-2.0,-3,-2,-0.2,-1,-4

# Full records as entered above. Order of screens: VIM-2 inh | HCV NS3 hel inh | V1R ag counter | OXTR agonist | GPR7 antagonist | GalR3 antagonist | IMP-1 inhibitor | PHOSPHO1 inh | DNA FID counter
# COC(=O)C1=CC(C(=O)c2cccs2)=NN(c2ccc(OC)cc2)C1C(=O)OC (stereo unspecified) across the screens: -2.5 | -6 | 2.5 | 1.8 | 0 | -8 | -1.4 | -15 | 4
# CCOC(=O)c1cc2cc(OC)ccc2nc1C across the screens: -1.0 | -4 | -0.3 | -2.0 | -3 | -2 | -0.2 | -1 | -4
